Bim-Mcl-1 = inhibitors of Bim peptide binding to Mcl-1, primary screen, biochemical, bead-based flow cytometry, multiplex; Bim peptide-Mcl-1 binding; inhibition, % at 10 µM; Induced myeloid leukemia cell differentiation protein Mcl-1 (Homo sapiens), Q07820; 190,000 compounds, 0.1% hits;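 also: 0% = no compound tracer wells and 100% = peptide blocker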
Target sequence (Q07820 whole entry, looked up): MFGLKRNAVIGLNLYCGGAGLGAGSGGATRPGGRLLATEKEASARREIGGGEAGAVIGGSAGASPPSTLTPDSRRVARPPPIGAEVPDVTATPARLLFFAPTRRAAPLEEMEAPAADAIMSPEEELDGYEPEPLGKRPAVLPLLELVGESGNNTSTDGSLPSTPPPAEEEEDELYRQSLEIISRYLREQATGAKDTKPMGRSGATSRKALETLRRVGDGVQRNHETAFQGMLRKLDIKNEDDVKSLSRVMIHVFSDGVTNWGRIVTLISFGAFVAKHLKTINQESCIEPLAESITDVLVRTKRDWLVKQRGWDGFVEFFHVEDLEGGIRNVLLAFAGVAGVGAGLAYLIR
Bcl-XL Bim block = inhibitors of Bim-Bcl-XL binding, primary screen, biochemical, multiplexed, bead flow cytometry, human Bcl-XL; AID 1007, 2008; inhibition, % at 10 µM; 190,000 compounds, 0.04% hits; Bim peptide-Bcl-XL binding, fluorescence
Bim-Bfl-1 = inhibitors of Bim binding to Bfl-1, primary screen, biochemical, multiplexed, bead-based flow cytometry | Bcl-2-related protein A1 (Homo sapiens), Q16548 | Bim-Bfl-1 binding inhibition | inhibition, % at 10 µM | 190,000 compounds, 0.12% hits | AID 1008, 2008;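 also: 0% = wells without compound plus tracer and 100% = blocker peptide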
RGS8-Gao = RGS8-Galphao binding modulators, primary screen, biochemical, multiplexed bead flow cytometry; Guanine nucleotide-binding protein G(o) subunit alpha (Homo sapiens), P09471; actives lie on both sides; response (percent of control binding), % at 10 µM; 220,000 compounds, 0.34% hits; AID 1423, 2008; in the data active = response below about 60% or above about 140%; inactive = in between;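 also: Galphao activated as the GDP aluminium fluoride complex binding bead-coupled RGS8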
Target sequence (P09471 whole entry, looked up): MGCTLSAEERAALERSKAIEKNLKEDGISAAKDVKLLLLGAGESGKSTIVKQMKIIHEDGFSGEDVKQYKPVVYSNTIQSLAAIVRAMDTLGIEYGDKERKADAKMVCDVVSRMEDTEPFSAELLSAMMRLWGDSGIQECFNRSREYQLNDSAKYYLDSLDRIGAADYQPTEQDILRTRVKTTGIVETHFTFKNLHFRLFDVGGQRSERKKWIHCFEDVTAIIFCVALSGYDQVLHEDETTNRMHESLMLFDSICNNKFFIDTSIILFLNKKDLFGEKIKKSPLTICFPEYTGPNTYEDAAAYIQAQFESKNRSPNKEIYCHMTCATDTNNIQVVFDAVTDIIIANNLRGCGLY
Mcl1-Bid inh = Mcl-1/Bid binding inhibitors, primary screen, biochemical, TR-FRET, 1536-well. Induced myeloid leukemia cell differentiation protein Mcl-1 (Homo sapiens), Q07820. TR-FRET Mcl-1/Bid-Dy647 peptide binding. inhibition, % at 21.7 µM. 220,000 compounds, 0.97% hits. AID 1021, 2008;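 active = compounds that cut the binding signal by more than half at the single screening dose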;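 also: His-tagged Mcl-1 with europium anti-His antibody binding Bid BH3 peptide; 0% = Mcl-1 plus peptide wells and 100% = peptide-only wells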
Bim-Bcl-2 = inhibitors of Bim-Bcl-2 binding, primary screen, biochemical, multiplexed, human Bcl-2 family. Apoptosis regulator Bcl-2 (Homo sapiens), P10415. Bead-based flow cytometry, Bim peptide-Bcl-2 binding. inhibition, % at 10 µM. 190,000 compounds, 0.06% hits; in the data active = inhibition above about 40%; inconclusive = no clear call, values can overlap the other calls;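 also: 0% = no compound wells with probe peptide and 100% = reference peptide inhibitor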
Target sequence (P10415 whole entry, looked up): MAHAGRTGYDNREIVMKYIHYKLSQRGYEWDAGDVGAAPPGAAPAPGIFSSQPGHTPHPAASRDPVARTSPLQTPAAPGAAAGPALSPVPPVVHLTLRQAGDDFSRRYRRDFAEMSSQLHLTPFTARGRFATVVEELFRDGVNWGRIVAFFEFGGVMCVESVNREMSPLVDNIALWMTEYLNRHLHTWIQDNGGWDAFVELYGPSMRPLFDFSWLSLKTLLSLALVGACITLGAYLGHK
RGS7-Gao = RGS7-Galphao binding modulators, primary screen, biochemical, multiplexed bead flow cytometry | Guanine nucleotide-binding protein G(o) subunit alpha (Homo sapiens), P09471 | actives lie on both sides | binding response (% of control), % at 10 µM | 220,000 compounds, 0.35% hits | AID 1439, 2008; in the data active = binding response below about 49% or above about 150%; inconclusive = no clear call, values can overlap the other calls; inactive = in between;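 also: fluorescent Galphao held in activated GDP-AlF4 state binding bead-coupled RGS7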
GSH bead fluor = compound fluorescence on glutathione beads, profiling panel, artefact control, biophysical, 488/530 nm, flow cytometry; fluorescence (KMESF) at 10 µM; GSH beads flow cytometry, compound fluorescence 488/530 nm; stronger effect = higher value; 190,000 compounds, 0.25% hits; in the data active = fluorescence above about 89;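 also: glutathione beads carrying GST-tagged Bcl family fusion proteins plus one bare bead set; values are compound well signal with DMSO vehicle wells as background; inactives centre near 16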
RGS4-Gao reg = modulators of RGS4 binding to Galphao, primary screen, biochemical, multiplexed bead flow cytometry; binding response (% of control), % at 10 µM; actives lie on both sides; Guanine nucleotide-binding protein G(o) subunit alpha (Homo sapiens), P09471; 220,000 compounds, 0.33% hits; AID 1415, 2008; in the data active = binding response below about 49% or above about 150%; inactive = in between;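 also: fluorescent Galphao activated with aluminum fluoride binding bead-coupled RGS4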
Bim-Bcl-W = inhibitors of Bim binding to Bcl-W, primary screen, biochemical, multiplexed, bead-based flow cytometry; inhibition, % at 10 µM; Bcl-2-like protein 2 (Homo sapiens), Q92843; AID 952, 2007; Bim peptide-Bcl-W binding; 190,000 compounds, 0.02% hits;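 also: 0% = bound tracer without compound and 100% = peptide blocker; higher means less fluorescent Bim peptide bound to Bcl-W beads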
Bcl-B Bim block = inhibitors of Bim-Bcl-B binding, primary screen, biochemical, multiplexed, human Bcl-2 family | bead-based flow cytometry, Bim peptide-Bcl-B binding | inhibition, % at 10 µM | 190,000 compounds, 0.073% hits | AID 951, 2007;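 also: 0% = tracer peptide without compound and 100% = reference inhibitor peptide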
* hit, by the source's call; ? = inconclusive; / = not tested or not shown. Rule as the data show it, unless noted: active = inhibition above about 40%.

SMILES | Bim-Mcl-1 | Bcl-XL Bim block | Bim-Bfl-1 | RGS8-Gao | Mcl1-Bid inh | Bim-Bcl-2 | RGS7-Gao | GSH bead fluor | RGS4-Gao reg | Bim-Bcl-W | Bcl-B Bim block
CC1CCCN(S(=O)(=O)c2ccc(C(=O)Nc3nnc(-c4ccccn4)o3)cc2)C1 (stereo not drawn) | 0 | -3 | -6 | 107 | -27 | -2 | 105 | 8 | 105 | -2 | 0
CCCCn1c(=O)[nH]c(=O)c2c1nc(-c1ccc(-c3ccccc3Br)o1)n2CCOC | -3 | -6 | 1 | 94 | -7 | -3 | 100 | 33 | 101 | -1 | -12
CC/C(=N\NC(=O)c1ccc(N(C)C)cc1)c1ccccc1 | -2 | -3 | 0 | 99 | -80 | -1 | 101 | 13 | 101 | -3 | -9
Cc1cc(C)n(/N=C/c2cc([N+](=O)[O-])ccc2O)c(=O)c1 | 1 | 0 | -4 | 98 | -5 | -1 | 95 | 19 | 97 | 0 | -2
O=C(COc1ccccc1[N+](=O)[O-])NNC(=O)Nc1cccc2ccccc12 | -1 | 0 | 1 | 100 | -23 | 0 | 102 | 7 | 101 | -5 | 0
O=C(CCNS(=O)(=O)c1ccc(Br)cc1)NCc1ccc2c(c1)OCO2 | -5 | -4 | -15 | 92 | -18 | 2 | 103 | 29 | 102 | -6 | -3
CC(C)(CO)NCc1ccc(Br)cc1 | 0 | -4 | -5 | 100 | -22 | -1 | 96 | 13 | 103 | 0 | -4
CCOc1ccc(/C=N/Nc2nc(=O)[nH]nc2C)cc1OC | -3 | -8 | -4 | 98 | -8 | -3 | 104 | 12 | 103 | -5 | -3
O=C(CN1C(=O)CCC1=O)c1ccc(-c2ccccc2)cc1 | -1 | -3 | 0 | 101 | -13 | -1 | 101 | 17 | 103 | -3 | -8
CCCCOP(=O)(OCCCC)C1(NS(=O)(=O)c2ccccc2)C=CC(=O)c2ccccc21 (stereo not drawn) | -5 | -3 | -12 | 100 | -14 | -6 | 98 | 33 | 99 | -2 | -13
c1ccc(N2CCOCC2)c(Nc2nc3ccccc3n3cnnc23)c1 | -1 | 3 | 0 | 98 | -24 | 1 | 99 | 15 | 97 | 3 | 8
CC(C)CNC(=O)NC(=O)COC(=O)c1cccc(NS(=O)(=O)c2ccc(F)c(F)c2)c1 | 0 | -7 | -14 | 105 | 19 | -1 | 104 | 17 | 103 | -1 | -4
COC(=O)C1=C(C)N(C)C(=S)NC1c1ccc(Cl)cc1 (stereo not drawn) | -3 | -9 | -16 | 98 | -8 | -9 | 97 | 14 | 96 | -8 | -10
Cc1cc(-c2nnc(SCC(=O)N3C(C)CCCC3C)o2)no1 (stereo not drawn) | -5 | -3 | -12 | 100 | 8 | -12 | 99 | 29 | 99 | -3 | -11
CC1CCCCN1C(=O)CSCC(=O)Nc1nc(-c2cccs2)cs1 (stereo not drawn) | -1 | -3 | -11 | 106 | -38 | -12 | 98 | 20 | 101 | -2 | -10
N#CCC(=O)N1CCCCCC1 | -2 | -2 | -1 | 101 | -4 | 0 | 99 | 31 | 100 | -3 | -6
Cc1nnc(SCC(=O)NC(=O)NC(C)(C)C)n1N | -2 | -8 | -16 | 102 | -23 | -9 | 104 | 33 | 98 | -1 | -8
CC1CCN(S(=O)(=O)c2ccc3c(c2)c(=O)c(C(=O)NCc2ccccc2Cl)cn3C)CC1 | -2 | -6 | -3 | 99 | 7 | -4 | 102 | 22 | 103 | -4 | -5
O=C(NCc1ccc2c(c1)OCO2)C1CCCN1C(=O)Nc1cccc(Cl)c1 (stereo not drawn) | 0 | 0 | -8 | 103 | -9 | -4 | 96 | 41 | 99 | 2 | -5
CC1Cc2ccccc2N1C(=O)Cn1cc([N+](=O)[O-])cn1 (stereo not drawn) | 3 | 0 | 0 | 103 | -47 | 1 | 101 | 9 | 100 | 0 | 1
CCC(=O)N1CCN(c2c(Cl)cccc2[N+](=O)[O-])CC1 | -2 | -3 | -2 | 100 | -14 | -4 | 95 | 17 | 100 | -3 | -3
COc1ccc2[nH]c(=O)c(CN(Cc3nnnn3Cc3ccc(F)cc3)CC3CCCO3)cc2c1 (stereo not drawn) | -1 | -1 | -2 | 100 | 1 | -1 | 144 | 12 | 108 | -3 | -1
COC(=O)c1cc(O)c(OCc2ccccc2)c(O)c1 | -1 | -2 | 1 | 102 | -45 | -2 | 97 | 24 | 96 | 1 | -3
O=C(Oc1ccc(-c2cnc3ccccc3n2)cc1)c1cccc([N+](=O)[O-])c1 | -3 | -4 | 20 | 88 | 40 | 0 | 100 | 18 | 86 | 1 | -7
CCCNC(=O)c1cc(OC)c(OC)cc1[N+](=O)[O-] | -5 | -13 | -19 | 105 | 2 | -10 | 99 | 35 | 103 | -1 | -11
O=C(CSCCO)Nc1cccc(C(F)(F)F)c1 | -2 | -9 | -14 | 102 | -50 | -8 | 102 | 42 | 104 | 4 | -6
CC(C)(C)c1ccc(OCc2ccc(C(=O)NCc3cccnc3)o2)cc1 | 0 | -2 | -5 | 99 | -32 | 0 | 98 | 22 | 98 | 0 | -1
O=C(Nc1cc(C(F)(F)F)ccc1Cl)c1cc(C2CC2)on1 | -4 | -9 | -21 | 102 | -4 | -13 | 100 | 23 | 100 | -5 | -8
CCC(CO)NCC#Cc1ccccc1 (stereo not drawn) | -1 | -3 | -5 | 104 | -36 | -2 | ? | 20 | 106 | -1 | -2
Cc1cc(Nc2ccccc2)n(C(=O)c2ccc(N)cc2)n1 | / | / | / | 82 | -5 | ? | 98 | 49 | 91 | / | /
O=[N+]([O-])/C=C/c1cn(Cc2ccccc2)c2ccccc12 | 2 | 2 | 18 | 96 | -16 | 5 | 107 | 6 | 104 | 1 | -37
CCOC(=O)N1CCC(NC(=O)CSCc2nc(-c3cccc(OC)c3)oc2C)CC1 | 0 | -2 | 0 | 101 | -4 | 0 | 101 | 25 | 102 | 0 | 1
O=C(CSCc1ccc(Cl)cc1)NCCSCc1ccco1 | -3 | -4 | -2 | 96 | -6 | -3 | 102 | 71 | 98 | -3 | -3
Cc1ccccc1Nc1ncnc2c1cnn2-c1ccccc1 | 1 | -4 | -6 | 101 | -14 | -3 | 103 | 14 | 100 | 0 | -2
CCOc1ccc(N2C(=O)CNC2=S)cc1 | -1 | -3 | -5 | 98 | -27 | -4 | ? | 17 | 100 | -2 | -4
N/C(Cc1ccc(Cl)cc1)=N\OC(=O)C1CCCCC1 | 1 | 3 | 4 | 100 | -10 | -3 | 102 | 2 | 102 | 10 | -4
CC(C)(C)C(=O)N1CCc2cc(-c3csc(N)n3)ccc21 | -2 | -2 | 0 | 102 | -49 | -5 | 102 | 14 | 104 | -3 | -8
C=C(C)COc1ccc2c(CC)cc(=O)oc2c1C | -2 | -3 | 0 | 105 | -2 | -2 | 102 | 6 | 99 | -2 | -3
Cc1nnc2c(Oc3ccccc3)nc3ccccc3n12 | 0 | -5 | 0 | 103 | -10 | -3 | 101 | 8 | 99 | 1 | 0
CC(=O)c1c(NCCc2ccccc2)nc(=S)n(-c2ccccc2)c1C | -7 | -2 | 2 | 130 | -28 | -3 | 115 | 17 | 113 | -8 | -5
O=C(c1cccc(Cl)c1)N1CCN(c2ncnc3c2cnn3-c2ccccc2)CC1 | -1 | 2 | -3 | 100 | 14 | 3 | 99 | 10 | 103 | -3 | -5
Nc1ccc(NC(=O)c2ccco2)c(Cl)c1 | 0 | -4 | -14 | 107 | -46 | -2 | 107 | 21 | 100 | -1 | -8
Cc1c2cn[nH]c(=O)c2c(C)n1Cc1ccc(F)cc1 | -2 | -4 | -9 | 103 | -37 | -9 | 105 | 24 | 105 | 0 | -5
COc1ccc(C(C(=O)NC2CCCCC2)N2CCC3(CC2)OCCO3)cc1 (stereo not drawn) | -5 | -6 | -14 | 102 | -37 | -9 | 99 | 27 | 102 | -4 | -6
COC(=O)CCN(C(=O)c1ccc(N2CCCCC2)c([N+](=O)[O-])c1)c1ccccn1 | -2 | -3 | -3 | 103 | -7 | 0 | ? | 17 | 106 | -1 | -4
CN(C)/N=C/c1ccc(Sc2ccccc2[N+](=O)[O-])o1 | 1 | 0 | 0 | 102 | -41 | 1 | 106 | 12 | 104 | 0 | -2
COc1ccc(N(C(=O)c2ccc(Cl)cc2)C2=CC3CCC(C2)N3C)cc1 (stereo not drawn) | 0 | -1 | -11 | 100 | -13 | -7 | 98 | 8 | 95 | 1 | -7
Cc1ccc(COc2ccsc2C(=O)NNC(N)=S)cc1 | 1 | -3 | 2 | 99 | -29 | -1 | 96 | 9 | 99 | -3 | -14
Cc1c(N=Cc2ccc(O)c(Br)c2)cccc1[N+](=O)[O-] | -5 | -5 | -2 | 103 | -51 | -4 | 102 | 11 | 102 | -5 | -5
O=C(c1ccc2c3c(cccc13)CC2)C1CCCN(Cc2ccccn2)C1 (stereo not drawn) | 0 | -1 | -5 | 102 | -25 | -2 | 106 | 26 | 101 | -1 | -3
CCC1=NN2C(=N)/C(=C\c3ccc(OCc4cc(=O)n5nc(CC)sc5n4)c(OC)c3)C(=O)N=C2S1 | 2 | 0 | -4 | 97 | -66 | 0 | ? | 6 | 94 | 0 | 8
CCCCOC(=O)n1c(=O)oc2cc(S(=O)(=O)N3CCCCC3)ccc21 | 0 | -13 | -12 | 100 | -27 | -7 | 96 | 31 | 99 | -1 | -8
O=C(CCn1cnc2ccccc21)N/N=C/c1ccc(O)cc1 | 1 | -7 | -12 | 100 | -54 | -8 | 95 | 17 | 99 | -1 | -6
COc1ccc2c(c1)CCc1c(C(=O)Nc3c(C)nn(Cc4ccccc4)c3C)noc1-2 | 2 | -8 | -2 | 101 | -4 | 2 | 103 | 17 | 103 | -6 | 1
C=CCn1c(SCC(=O)N2CCN(c3ccc(F)cc3)CC2)nnc1-c1ccco1 | -3 | -2 | -9 | 105 | -33 | -11 | 99 | 19 | 102 | 1 | -5

Screening results: PubChem, several laboratories
